# TNAP act hiacc = increases human TNAP activity under high phosphate acceptor concentration. AID 1136. purified TNAP, CDP-star luminescence, 1 M DEA, 30 min; active compounds read high; 0 = EDTA background, 1 = DMSO-only activity. P05186. 200,000 tested, under 10 active. activation factor at 20 µM;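 active = activation factor at least 2 at 20 µM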
# Target sequence (P05186 whole entry, looked up): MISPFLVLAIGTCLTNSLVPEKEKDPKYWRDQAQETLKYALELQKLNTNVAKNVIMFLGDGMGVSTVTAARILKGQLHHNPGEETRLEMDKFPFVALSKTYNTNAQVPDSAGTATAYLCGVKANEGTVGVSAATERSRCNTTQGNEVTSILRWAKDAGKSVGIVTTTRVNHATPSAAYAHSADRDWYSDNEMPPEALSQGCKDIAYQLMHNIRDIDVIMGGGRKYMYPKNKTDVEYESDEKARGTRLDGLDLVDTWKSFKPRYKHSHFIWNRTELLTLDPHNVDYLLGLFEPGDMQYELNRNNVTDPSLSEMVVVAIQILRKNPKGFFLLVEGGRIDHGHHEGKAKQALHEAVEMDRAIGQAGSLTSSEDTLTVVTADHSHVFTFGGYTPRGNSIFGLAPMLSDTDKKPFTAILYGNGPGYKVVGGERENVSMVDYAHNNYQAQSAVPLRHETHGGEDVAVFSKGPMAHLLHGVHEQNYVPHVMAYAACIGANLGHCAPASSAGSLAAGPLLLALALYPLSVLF
#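 Control set: EDTA negative control, DMSO positive control / Assay system: human TNAP / Quantity: TNAP 1/800 final / Evaluation: TNAP activation factor scaled between EDTA and DMSO control wells / Measured by: luminescent substrate turnover signal / Compound dosing: one dose, 20 µM / Times: 30 min enzyme reaction at room temperature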
# PPARg SRC-2 ag = agonists of SRC-2 recruitment by human PPARgamma; P37231; AID 1032; activation, % at 8 µM; 200,000 compounds, 0.34% hits; PPARgamma LBD-SRC-2 recruitment, biochemical; in the data active = activation above about 22%;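 note: 0% = vehicle and 100% = reference agonist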
# Target sequence (P37231 whole entry, looked up, the tested form may be a part): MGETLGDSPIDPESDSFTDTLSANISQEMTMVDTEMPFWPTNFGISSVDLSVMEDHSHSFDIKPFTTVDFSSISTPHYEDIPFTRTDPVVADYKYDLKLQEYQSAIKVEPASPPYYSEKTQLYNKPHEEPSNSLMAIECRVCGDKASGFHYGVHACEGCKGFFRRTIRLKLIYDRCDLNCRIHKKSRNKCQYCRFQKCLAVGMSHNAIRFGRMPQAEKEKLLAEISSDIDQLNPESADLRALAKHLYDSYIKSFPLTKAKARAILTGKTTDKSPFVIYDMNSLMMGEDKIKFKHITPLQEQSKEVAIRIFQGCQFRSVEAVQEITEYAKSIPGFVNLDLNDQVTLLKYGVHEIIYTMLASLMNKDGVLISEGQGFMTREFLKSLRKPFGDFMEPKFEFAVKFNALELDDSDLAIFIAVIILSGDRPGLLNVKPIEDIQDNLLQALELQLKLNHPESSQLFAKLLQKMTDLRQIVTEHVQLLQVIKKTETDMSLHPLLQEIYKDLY
# bIAP inh = blocks bovine intestinal alkaline phosphatase activity | inhibition, % at 20 µM | 190,000 tested, under 10 active | purified bovine IAP, CDP-star luminescence, 30 min | AID 1019;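 active = over 50% inhibition of intestinal alkaline phosphatase at 20 µM in the single-dose screen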
#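 Assay system: bovine IAP enzyme; medium: DEA buffer 100 mM, pH 9.8, with MgCl2 1.0 mM, ZnCl2 0.02 mM; doses: 20 µM single dose; incubation: enzyme reaction for 30 min at room temperature; detection: CDP-star luminescence signal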
# bIAP activator = intestinal alkaline phosphatase (bovine) activation | 200,000 compounds, 0.17% hits | purified bovine IAP, CDP-star luminescence, 30 min; active compounds read high; fold of DMSO-control signal, blank-subtracted | AID 1016 | activation factor at 20 µM;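 active = activation factor of 2 or more at 20 µM, a signal rise over negative controls twice the positive control's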
# TNAP inh noacc = blocks human TNAP activity with no phosphate acceptor present; P05186; purified TNAP, CDP-star luminescence, 30 min; inhibition, % at 20 µM; 200,000 compounds, 0.26% hits;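 active = tissue-nonspecific alkaline phosphatase inhibition above about 50% at 20 µM in the single-dose screen, limit read from the data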;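 note: 0% = DMSO negative control and 100% = EDTA positive control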
# SRC2 TRFRET art = TR-FRET artefact, counter-screen to PPARgamma/SRC-2 agonist assay; 200,000 compounds, 0.4% hits; active compounds read high; TR-FRET ratio at 8 µM; AID 1049; in the data active = TR-FRET ratio above about 2000; note: inactives centre near 1500
# PPARg SRC1 recr = promotes SRC-1 coactivator recruitment by human PPARgamma. P37231. PPARgamma-SRC-1 coactivator recruitment biochemical assay. activation, % at 8 µM. 200,000 compounds, 0.41% hits. AID 631; in the data active = activation above about 19%;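 note: 0% = DMSO and 100% = reference agonist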
# TNAP inh hi DEA = TNAP (human) inhibition, high acceptor. AID 1135. P05186. 200,000 compounds, 0.03% hits. inhibition, % at 20 µM. purified TNAP, CDP-star luminescence, 1 M DEA;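 active = over 50% inhibition of tissue-nonspecific alkaline phosphatase at 20 µM in the single-dose screen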;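 note: plate controls were DMSO wells for no effect and EDTA-quenched wells as full inhibition for full effect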
# PPARg SRC-3 ag = PPARgamma-driven SRC-3 recruitment agonism; P37231; biochemical PPARgamma/SRC-3 coactivator recruitment assay; activation, % at 8 µM; 200,000 compounds, 0.26% hits; AID 731; in the data active = activation above about 23%;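 note: 0% = DMSO and 100% = reference agonist; some compounds past the cut are filed as inactive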
# HMGR II inh = E. faecalis class II HMG-CoA reductase inhibition | purified E. faecalis HMGR, NADPH absorbance 340 nm kinetic | 190,000 compounds, 0.41% hits | inhibition, % at 10 µM | AID 1066;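 active = inhibition above a set limit, the median over all tested compounds plus 3 SD, cut at about 9.5% in these data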;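 note: enzyme runs in reverse so mevalonate oxidation gives rising NADPH absorbance; 0% = complete reaction with DMSO and 100% = background rate lacking mevalonate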
# Starred values were filed as active, the others as inactive; nt = no result given.
1: Cc1cc(NCc2ccco2)n2c(nc3ccccc32)c1C#N
2: CCOC(=O)c1c(C)oc2ccc(NS(=O)(=O)c3ccc4c5c(cccc35)C(=O)N4)cc12
3: CCC(NC(=O)c1ccccc1NC(=O)c1ccco1)C(=O)NNC(=O)c1ccc(OC)cc1 (stereo not drawn)
4: Cc1ccc(S(=O)(=O)N2CCCCC2)cc1NS(=O)(=O)c1cccc(C(=O)O)c1
5: Cc1ccnc(N2CCC(C(=O)Nc3nnc(C)s3)CC2)n1
6: O=C(COC(=O)c1cc(-c2ccccc2Cl)nc2ccccc12)Nc1ncc(C(F)(F)F)cc1Cl
7: Cc1cccn2c(=O)c3cc(C#N)c(=N)n(CC4CCCO4)c3nc12 (stereo not drawn)
8: O=C(NCc1ccccn1)C1CCN(S(=O)(=O)N2CCCC2)CC1
entry no.	1	2	3	4	5	6	7	8
TNAP act hiacc	1	1	1.1	1	1	1	nt	1
PPARg SRC-2 ag	2	15	2	6	2	-1	4	4
bIAP inh	-8	3	-24	10	7	15	nt	9
bIAP activator	1.1	1	1.2	0.9	0.9	0.8	nt	0.9
TNAP inh noacc	-16	-5	-14	-15	-6	-14	nt	-9
SRC2 TRFRET art	1464	1600	1438	1628	1497	1461	1390	1782
PPARg SRC1 recr	-3	2	-2	4	-6	5	6	4
TNAP inh hi DEA	-2	0	-9	1	-2	1	nt	1
PPARg SRC-3 ag	-2	6	2	3	4	1	2	2
HMGR II inh	-4	-6	-3	-7	0	2	nt	-9

9: Cc1csc(NC(=O)CCCc2cccs2)n1
10: CCCNS(=O)(=O)c1ccc(CCC(=O)N2CCC(C)CC2)cc1
11: CCSc1ccccc1C(=O)Nc1cccnc1
12: Cc1cc(C)nc(SCCS(=O)(=O)Cc2ccccc2)n1
13: Cc1cc([N+](=O)[O-])nn1CC(=O)Nc1ccccn1
14: O=C(COc1ccc([N+](=O)[O-])cc1Cl)NCC1CCCO1 (stereo not drawn)
15: O=C(Nc1ncccn1)c1ccc([N+](=O)[O-])cc1
16: CCc1cccc2cc3c(N)c(C(=O)Nc4ccc(S(=O)(=O)N5CCCC5)cc4)sc3nc12
entry no.	9	10	11	12	13	14	15	16
TNAP act hiacc	1	1.1	1	1	1	1	1	1
PPARg SRC-2 ag	-9	7	-6	2	5	-1	0	2
bIAP inh	12	0	5	5	8	5	-8	15
bIAP activator	0.9	1	1	0.9	0.9	0.9	1.1	0.8
TNAP inh noacc	-6	-16	-10	-12	-8	-11	-9	6
SRC2 TRFRET art	1509	1458	1372	1465	1790	1538	1514	1524
PPARg SRC1 recr	-7	7	-7	-1	8	4	-11	4
TNAP inh hi DEA	-3	-7	-5	-4	-2	-1	-2	3
PPARg SRC-3 ag	-5	5	1	6	8	-1	5	2
HMGR II inh	-2	-1	1	0	-5	1	-5	-3

# In another format: results already given
no.	SMILES	TNAP act hiacc	PPARg SRC-2 ag	bIAP inh	bIAP activator	TNAP inh noacc	SRC2 TRFRET art	PPARg SRC1 recr	TNAP inh hi DEA	PPARg SRC-3 ag	HMGR II inh
12	Cc1cc(C)nc(SCCS(=O)(=O)Cc2ccccc2)n1	1	2	5	0.9	-12	1465	-1	-4	6	0
13	Cc1cc([N+](=O)[O-])nn1CC(=O)Nc1ccccn1	1	5	8	0.9	-8	1790	8	-2	8	-5
14	O=C(COc1ccc([N+](=O)[O-])cc1Cl)NCC1CCCO1 (stereo not drawn)	1	-1	5	0.9	-11	1538	4	-1	-1	1
15	O=C(Nc1ncccn1)c1ccc([N+](=O)[O-])cc1	1	0	-8	1.1	-9	1514	-11	-2	5	-5
16	CCc1cccc2cc3c(N)c(C(=O)Nc4ccc(S(=O)(=O)N5CCCC5)cc4)sc3nc12	1	2	15	0.8	6	1524	4	3	2	-3

# The results go on.
17: O=C(NCCO)Nc1ccc2nc(-c3ccco3)c(-c3ccco3)nc2c1
18: Cc1cc(C(=O)CSc2nc3ccccc3c(=O)[nH]2)c(C)n1CC1CCCO1 (stereo not drawn)
19: Cc1csc(NC(=O)CSc2ncn(-c3ccccc3)n2)n1
20: CCOc1ccc(-c2csc(NC(=O)c3ccc(S(=O)(=O)N4CCc5ccccc5C4)cc3)n2)cc1
21: CC(C)C(C(=O)NCc1ccco1)N(C(=O)CNS(=O)(=O)c1ccc(Cl)cc1)C1CCCC1 (stereo not drawn)
22: CCN1CCN(C(=O)CSc2nc(N)cc(N)n2)CC1
23: CCn1c(C)nc([N+](=O)[O-])c1Sc1ccc(F)cc1
24: Cc1ccc(-n2c(-c3cccc(C)c3)n[nH]c2=S)cc1
entry no.	17	18	19	20	21	22	23	24
TNAP act hiacc	0.9	1	1.1	1	1	1	1	1.1
PPARg SRC-2 ag	-1	-8	-8	-2	5	11	5	32*
bIAP inh	7	-3	8	2	-6	1	nt	13
bIAP activator	0.9	1	0.9	1	1.1	1	0.3	0.9
TNAP inh noacc	10	-6	-10	-4	6	-6	-3	-12
SRC2 TRFRET art	1410	1436	1509	1487	1589	1619	1565	1998*
PPARg SRC1 recr	2	2	3	1	9	2	4	20*
TNAP inh hi DEA	14	0	-5	-2	1	-2	-2	-6
PPARg SRC-3 ag	-5	-1	3	-1	-3	7	1	36*
HMGR II inh	0	-4	1	-2	0	-4	-3	-5

25: COC(=O)c1sc2cc(C(F)(F)F)cnc2c1-c1ccccn1
26: COc1ccc(N2CCN(c3oc(-c4ccc(OC)c(OC)c4)nc3C#N)CC2)cc1
27: Cc1ccc(N2C(=O)CC(N3CCc4ccccc43)C2=O)cc1Cl (stereo not drawn)
28: c1cc(-n2cnnn2)ccc1NC1=NCCC1
29: CC(=O)c1cc(C#N)c(NCc2cc(-c3ccccc3)no2)nc1C
30: O=C(Nc1ccccn1)c1sc2cccc(F)c2c1Cl
31: CCn1c(=O)cc(N2CCCCC2)[nH]c1=O
32: CSc1nc(-c2ccccc2)cc(C)c1C#N
entry no.	25	26	27	28	29	30	31	32
TNAP act hiacc	1.1	1	1	1.1	1	1	1.1	1.1
PPARg SRC-2 ag	2	-2	1	-2	9	4	9	-1
bIAP inh	7	9	3	7	-12	-11	-3	2
bIAP activator	0.9	0.9	1	0.9	1.1	1.1	1	1
TNAP inh noacc	-16	0	-7	-10	-7	-9	-16	-6
SRC2 TRFRET art	1396	1427	1541	1673	1609	1479	1520	1330
PPARg SRC1 recr	1	-3	0	7	7	-10	5	-1
TNAP inh hi DEA	-10	-1	2	-6	-1	-2	-6	-7
PPARg SRC-3 ag	1	-5	3	8	9	2	-8	1
HMGR II inh	1	1	-5	-1	2	1	-11	-3

33: COc1ccc(NC(=O)NC2CCN(C(C)C)CC2)c(OC)c1
34: CSc1nnc(Cc2cc(=O)[nH]c(=O)[nH]2)n1-c1cc(C)ccc1C
35: CN(CC(=O)NC1CCN(Cc2ccccc2)CC1)S(=O)(=O)c1ccc2c(c1)c(=O)n(C)c(=O)n2C
36: COc1ccc(C(C)=O)cc1CSc1ncccn1
37: Cc1nn(C)c(C)c1/C=N/N=C1\CCC2C3CCc4cc(O)ccc4C3CCC12C (stereo not drawn)
38: C=CCn1c(CCNC(=O)c2cccs2)nnc1SCC(=O)Nc1cccc(C(C)=O)c1
39: O=C(O)Cn1c(SCCOc2ccccc2)nc2ccccc21
40: O=C(Cn1nc(C(F)F)cc1C1CC1)NCCC1=CCCCC1
entry no.	33	34	35	36	37	38	39	40
TNAP act hiacc	1.1	1	1	1.1	1	1	1	1
PPARg SRC-2 ag	5	-4	-1	3	4	-4	2	8
bIAP inh	11	6	5	6	0	4	3	-5
bIAP activator	0.9	0.9	1	0.9	1	1	1	1
TNAP inh noacc	-10	-9	-11	-18	-5	-12	-3	-6
SRC2 TRFRET art	1536	1506	1405	1547	1504	1526	1460	1759
PPARg SRC1 recr	-1	0	-9	-4	5	-2	2	6
TNAP inh hi DEA	-5	0	-3	-5	-2	-4	0	1
PPARg SRC-3 ag	4	5	2	2	7	4	-2	1
HMGR II inh	2	-3	-5	1	0	-6	-3	-1

# Shown as a hit in PPARg SRC-2 ag (from the list above):
cpd	structure	TNAP act hiacc	PPARg SRC-2 ag	bIAP inh	bIAP activator	TNAP inh noacc	PPARg SRC1 recr	TNAP inh hi DEA	PPARg SRC-3 ag	HMGR II inh
24	Cc1ccc(-n2c(-c3cccc(C)c3)n[nH]c2=S)cc1	1.1	32*	13	0.9	-12	20*	-6	36*	-5

# (cont.)
41: O=C(COC(=O)Cc1ccsc1)NCc1ccc(Cl)cc1
42: Cc1ccc(O)c(C(=O)c2cnn(-c3ccc(S(=O)(=O)N4CCOCC4)cc3[N+](=O)[O-])c2)c1
43: Cc1nn(C)cc1NC(=O)c1ccc(Br)o1
44: CCCC1CCC(c2ccc(C(=O)NN)cc2)CC1 (stereo not drawn)
45: COc1nc(SC)nc(Cl)c1Cc1ccc(OC(C)C)cc1
46: Cc1cc(C)n(CC(O)COCc2ccco2)n1 (stereo not drawn)
47: CCCN1Cc2cccc(C(=O)Nc3ccc(-c4nc5ccccc5[nH]4)cc3)c2C1=O
48: CC(C)(C(=O)c1ccccc1)/[N+]([O-])=C/c1ccccc1F
entry no.	41	42	43	44	45	46	47	48
TNAP act hiacc	1	1	1	1	1	1	1	nt
PPARg SRC-2 ag	-5	-3	7	3	-4	-3	-1	10
bIAP inh	19	35	-4	4	35	5	2	nt
bIAP activator	0.8	0.6	1	1	0.7	1	1	nt
TNAP inh noacc	-32	6	-12	-10	-6	-9	-13	nt
SRC2 TRFRET art	1626	1470	1757	1507	1413	1518	1796	1491
PPARg SRC1 recr	-6	-7	-1	5	-4	7	4	15
TNAP inh hi DEA	-3	-1	3	-2	-2	-1	2	nt
PPARg SRC-3 ag	-4	1	1	3	0	-9	6	6
HMGR II inh	5	3	-3	-4	0	0	2	nt

49: COc1ccc2c(c1)c(C(=O)N1CCN(C)CC1)c(C)n2-c1ccccc1
50: COc1ccc(NC(=O)C2C3C=CC(C3)C2C(=O)NCc2ccco2)cc1 (stereo not drawn)
51: O=C(CN1C2=NCCCN2c2ccccc21)c1ccc(Br)s1
52: COc1ccc(/C=N/NS(=O)(=O)c2ccc(C)cc2)cc1OC(=O)c1ccc(C)cc1
53: Cc1csc(C(C#N)C(=O)c2ccc(S(=O)(=O)N3CCCC3)cc2)n1 (stereo not drawn)
54: O=C(Nc1ccccc1)Nc1cccn(Cc2c(F)cccc2Cl)c1=O
55: O=S1(=O)N=C(Nc2nc3c(s2)CCCC3)c2ccccc21
56: Cc1nn(C(CC(=O)O)C(=O)O)c(C)c1Br (stereo not drawn)
57: O=C(CCSc1ccccc1)Nc1nccs1
58: Cc1ccccc1NS(=O)(=O)c1ccc(OCC(=O)NCc2cccnc2)cc1
59: C=CCN(C(=O)c1cccc(S(=O)(=O)N2CCN(C)CC2)c1)c1nc(-c2ccccc2)cs1
entry no.	49	50	51	52	53	54	55	56	57	58	59
TNAP act hiacc	1	1	1	1.1	1	1	1	1	1	1	1
PPARg SRC-2 ag	-1	5	8	-4	-2	9	3	4	-1	8	0
bIAP inh	-2	8	8	0	8	9	9	0	3	-14	3
bIAP activator	1	0.9	0.9	1	0.9	0.9	0.9	1	1	1.1	1
TNAP inh noacc	-9	-3	3	3	-16	-6	-14	-4	-6	-10	4
SRC2 TRFRET art	1577	1528	1641	1583	1495	1634	1831	1481	1530	1687	1515
PPARg SRC1 recr	3	3	11	2	2	3	4	0	-3	12	-4
TNAP inh hi DEA	-3	-2	-4	-5	-4	-3	-2	0	-2	2	-4
PPARg SRC-3 ag	0	5	10	-2	1	3	-4	-1	-4	-2	-4
HMGR II inh	-3	-7	-1	-2	-2	-2	-2	-4	-2	-7	-5
